Screening results: PubChem, National Center for Advancing Translational Sciences (NCATS)
PI5P4Ka inh = inhibitors of human PI5P4K alpha | PI5P4Kalpha enzyme, ADP-Glo luminescence, 60 min; active compounds read low | max response, % | 330,000 tested, 1.2% active | AID 652105; active means max response of -50% or lower; inconclusive means between -30% and -50%; inactive means -30% or higher; further: value at the top dose of about 77 µM; on the % scale 0 is the no-effect control and ±100 the full control effect
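Reactions run in 0.038 M HEPES pH 7.4, 0.28 mM EGTA, 0.1% CHAPS and 5% DMSO, with PI5P4Kalpha, substrate, compound and 5 microM ATP final, one hour at room temperature. Readout is ADP-Glo luminescence.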
D3 ag = activates the human D3 dopamine receptor; P35462; D3R DiscoveRx beta-arrestin cells, luminescence, 90 min; max activation, %; 410,000 tested, 0.58% active; AID 652048; in the data active means max activation above about 30%; further: 0% is about no effect; mostly tested at two doses, the higher about 12 µM
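Agonist mode: compounds and dopamine controls were applied to plated cells for 90 min at 37 degrees C after an overnight attachment at 1500 cells/well. Luminescent read-out followed 30 - 60 minutes at room temperature with DiscoveRx detection reagent.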
D3 antag = blocks the human D3 dopamine receptor. P35462. D3R cells, DiscoveRx beta-arrestin luminescence, antagonist mode; active compounds read low. max response, negative = inhibition, %. 360,000 tested, 2.5% active; in the data active means max response below about -50%; inconclusive means no clear call, values can overlap the other calls; further: on the % scale 0 is the no-effect control and ±100 the full control effect; mostly tested at two doses, the higher about 12 µM
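Cells plated overnight at 1500 cells/well, then exposed to library compounds with dopamine controls for 90 minutes at 37 degrees C. DiscoveRx reagent added for 30–60 minutes at room temperature; luminescence read, quantitative HTS format.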
GLP-1R agonist = GLP-1 receptor (human) agonism; P43220; HEK293 GLP-1R CRE-luciferase, luminescence, 4-6 h; cells express a hypersensitive GLP-1R form; Potency, µM (series often up to 45.6 µM), for inactives: at the highest dose activation, hits mostly activators; 380,000 tested, 0.007% active; further: potency means the concentration at half of the fitted maximal effect; % of control where 0% means no effect
WRN helicase inh = blocks human WRN helicase; 360,000 tested, 0.46% active; WRN helicase unwinding, fluorescent forked duplex, kinetic; Potency, µM (series often up to 114 µM), without a hit: top-dose activity change, negative = inhibition, actives largely listed as inhibitors; Q14191; further: potency means the concentration at half of the fitted maximal effect; on the % scale 0 is the no-effect control and ±100 the full control effect; nearly all actives have a fitted effect of over 55% in size
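Fluorescence dequenching readout, ex 525 nm/em 598 nm, kinetic mode: forked duplex DNA (100 nM final) with adjacent fluorophore and quencher unwound by WRN (20 nM final) with 2 mM ATP. Compound preincubation 15 min, room temperature.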
PLK1 PBD inh = inhibitors of human PLK1 polo-box domain binding | P53350 | Plk1 PBD binding of FITC phosphopeptide, fluorescence polarization | Potency, µM, inactives show max response, negative = inhibition, hits mostly inhibitors | 360,000 tested, 2.8% active | AID 720504; further: potency means the concentration at half of the fitted maximal effect; series mostly up to about 57 µM; on the % scale 0 is the no-effect control and ±100 the full control effect; nearly all actives have a fitted effect of over 65% in size
GLP1R cytotox = cytotoxic in the GLP-1 receptor inverse agonist counter-screen. HEK293 cAMP-luciferase reporter cells, luminescence, 24 h. Potency, µM (series often up to 38.3 µM), for the others: at the highest dose activity change, negative = inhibition, hits mostly inhibitors. 410,000 tested, 0.13% active. AID 624418;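 further: loss of luciferase light is scored as toxicity; potency means the concentration at half of the fitted maximal effect; on the % scale 0 is the no-effect control and ±100 the full control effect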
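MLSMR compounds, 24 hr on cells at 37 deg C/5% CO2; luminescence after luciferase reagent (12 min RT). Inhibition counted as the undesired cytotoxic outcome.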
IL-2 act = activators of IL-2; IL-2 activation reporter assay, cell-based qHTS; stimulated with anti-CD3/CD4/CD28 beads; in transgenic mouse T cells; activation, % (series mostly up to about 46 µM); 360,000 tested, 0.065% active; in the data active means activation above about 50%; inconclusive means mostly about 30% to 49%; further: 0% is about no effect
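Screening format: compound pinned onto unstimulated transgenic mouse T cells, 60 min incubation, then anti-CD3/anti-CD4/anti-CD28 bead stimulation for 18 hours at 37 degrees C, followed by EGFP and DsRed detection.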
GLP-1R inv ag = inverse agonists of human GLP-1 receptor; P43220; HEK293 GLP-1R CRE-luciferase, luminescence, 24 h; GLP-1R form is constitutively active; Potency, µM (top dose mostly 38.3 µM), without a hit: at the highest dose activity change, negative = inhibition, most hits filed as inhibitors; 410,000 tested, 1.6% active; AID 624417; further: potency means the concentration at half of the fitted maximal effect; on the % scale 0 is the no-effect control and ±100 the full control effect; nearly all actives have a fitted effect of over 55% in size
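Constitutively active GLP-1R drives a cAMP-responsive luciferase in stably transfected HEK293 cells; test compounds are added after overnight (12 h) attachment and left 24 hr, and signal loss in luminescence marks inhibition.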
An asterisk follows results filed as active; ? = inconclusive; · = not tested or not shown; [ ] = dose if it differs, or a comment. Unless noted, the call rests on the fitted dose curve; in most records, active means well fitted curve in the direction sought with a large enough effect; inconclusive means small, poorly fitted or top-dose-only effect, or another doubt; inactive means no such curve, though single readings can be large; an effect the other way counts as inactive or inconclusive.

1. COc1ccc(CC(=O)N/N=C(\C)CC(=O)Nc2ccc3c(c2)OCCO3)cc1OC
2. O=C(C1CCC(=O)N(C2CCCC2)C1)N1CCC(Oc2ccccc2Cl)CC1 (stereo not drawn)
3. CCN(CC)C(=O)c1cccc(-c2csc(C(C)(NC(C)=O)c3ccccc3)n2)c1 (stereo not drawn)
4. O=C(c1cc(-c2ccccc2)nc2ccccc12)N1CCc2ccccc2C1
5. CCOC(=O)c1ccc(S(=O)(=O)N2CCN(C)CC2)cc1
6. CC(C)Cc1nnc(NC(=O)C2CSC3(C)CCC(=O)N23)s1 (stereo not drawn)
7. O=C(CCc1ccccc1)NCC(=O)N/N=C/c1ccc2c(c1)OCO2
8. Cn1c(CCN2CCN(c3ccccn3)CC2)nc2cc(NC(=O)COc3ccc(Cl)cc3)ccc21
compound no.,1,2,3,4,5,6,7,8
PI5P4Ka inh,8,9,-6,-2,·,2,2,17
D3 ag,-1,4,8,2,-3,-5,-3,7
D3 antag,5,-9,2,8,-6,5,-10,-27
GLP-1R agonist,7%,-5%,-2%,-12%,0%,0%,3%,10%
WRN helicase inh,2%,-21%,0%,-3%,-3%,-7%,4%,1%
PLK1 PBD inh,-6%,-5%,0%,2%,-8%,-7%,-12%,-7%
GLP1R cytotox,-7%,5%,4%,-19%,-7%,-3%,1%,-26%
IL-2 act,0.0,-3.5,4.4,-0.6,-0.8,1.1,-0.4,-2.9
GLP-1R inv ag,22%,-16%,?,11µM*,2%,3%,-24%,?

9. Cc1cc(NC(=O)CS(=O)CC(=O)Nc2c(C)cccc2C)ccc1-n1cnnn1 (stereo not drawn)
10. O=C(Nc1ccc(N2CCCCC2)cc1)c1cccnc1
11. COc1ccc(N2CSC3=C(C#N)C(c4ccc(OC)c(OC)c4)CC(=O)N3C2)c(OC)c1 (stereo not drawn)
12. Cc1ccc2c(CC(=O)N(C)c3c(N)n(Cc4ccccc4)c(=O)[nH]c3=O)coc2c1
13. CCOC(=O)Nc1ccc(NC(=O)OCC)cc1
14. COc1cc(OC)cc(-n2nc(C(=O)NCCCN3CCOCC3)c3ccccc3c2=O)c1
15. COc1ccc(NC(=O)CNS(=O)(=O)c2ccccc2)cc1Cl
16. O=C(Nc1nc2nccc(-c3ccccc3)n2n1)C(Cl)(Cl)Cl
compound no.,9,10,11,12,13,14,15,16
PI5P4Ka inh,-1,-5,-53*,-12,·,-6,·,-7
D3 ag,2,-1,-2,-4,-4,2,-9,1
D3 antag,19,0,?,-26,-21,33,10,24
GLP-1R agonist,4%,12%,2%,11%,-6%,4%,3%,-9%
WRN helicase inh,7%,-1%,10%,5%,1%,-1%,-7%,-7%
PLK1 PBD inh,1%,2%,7.5µM*,-9%,-10%,-2%,-4%,-6%
GLP1R cytotox,-5%,?,1%,6%,-9%,-14%,7%,-7%
IL-2 act,-0.4,0.1,-2.0,0.3,-2.5,1.0,-0.2,-0.2
GLP-1R inv ag,18%,?,13%,0%,7%,12%,-9%,-1%

17. CCCCOC(=O)C1[C@H]2C(=O)N(CCc3ccccc3)C[C@]23C=C[C@H]1O3 (stereo partly drawn)
18. O=C1CN(C(=O)c2cccc(Br)c2)c2ccccc2N1
19. O=S(=O)(/C(=C\c1ccc(C(F)(F)F)cc1)c1nc2ccccc2[nH]1)c1ccccc1
20. CC1CCN(C2=C(NS(=O)(=O)c3ccc(Br)cc3)C(=O)c3ccccc3C2=O)CC1
21. Cc1ccc(C(=O)Cn2nnc(-c3cccs3)n2)cc1
22. CCCCN(C(=O)CSc1n[nH]c(-c2ccc(C)cc2)n1)c1c(N)n(CCCC)c(=O)[nH]c1=O
23. O=C1CCC(=O)N1CCc1c[nH]c2ccccc12
24. Cc1ccc(S(=O)(=O)Nc2ccc3c(c2)nc(CN2CCCC2)n3C)cc1
compound no.,17,18,19,20,21,22,23,24
PI5P4Ka inh,·,-2,-6,-3,-4,1,0,9
D3 ag,0,0,-12,-1,2,-2,9,-15
D3 antag,-9,7,-93*,-19,-8,10,18,?
GLP-1R agonist,0%,9%,-6%,0%,6%,1%,-8%,14%
WRN helicase inh,-10%,5%,1%,-11%,0%,-1%,1%,0%
PLK1 PBD inh,-9%,-8%,-20%,-19%,-1%,3%,-5%,-2%
GLP1R cytotox,4%,?,?,?,-11%,-9%,-4%,-1%
IL-2 act,-2.2,1.7,0.3,0.0,-2.5,0.0,0.5,0.0
GLP-1R inv ag,12%,?,?,?,?,-5%,1%,-81%

25. Cc1ccc(C)n1-n1cnc2sc(-c3ccccc3)cc2c1=O
26. CC(C)C[C@@H](CNCC(=O)[C@H](Cc1ccccc1)NC(=O)c1[nH]cnc1C(=O)N[C@H](CN)CC(C)C)NC(=O)c1nc[nH]c1C(=O)N[C@@H](CC(=O)O)C(=O)O
27. C=C1C(=O)C2=CC1CCC(=O)C1(C)CCC(OC(C)=O)C(C)(C)C1CC2O (stereo not drawn)
28. O=C(Nc1ccc(F)cc1)c1nsc(Cl)c1Cl
29. Cc1ccc(S(=O)(=O)N2CCC(C(=O)N/N=C/c3cccn3C)CC2)cc1
30. NCCc1nnc(SCc2c(Cl)cccc2Cl)o1
31. COC(=O)CN1C(=S)N(c2ccc(F)cc2)C(=O)C1CC(=O)Nc1ccccc1 (stereo not drawn)
32. CCOC(=O)c1c(NC(=O)C(NCCN(C)C)c2ccccc2)sc2c1CCCC2 (stereo not drawn)
compound no.,25,26,27,28,29,30,31,32
PI5P4Ka inh,·,?,1,0,-11,-4,-6,16
D3 ag,-3,-9,4,-1,-3,-4,-2,-6
D3 antag,-29,?,-20,-29,-4,1,1,8
GLP-1R agonist,-1%,12%,-11%,3%,0%,-4%,0%,20%
WRN helicase inh,-12%,-4%,-9%,4%,-2%,9%,-7%,-6%
PLK1 PBD inh,-4%,34µM*,-14%,-3%,4%,-3%,-13%,-4%
GLP1R cytotox,3%,-6%,?,19%,-2%,-20%,-1%[7.66 µM],4µM*
IL-2 act,-1.9,0.6,-0.7,0.0,-0.4,0.0,-0.8,-0.2
GLP-1R inv ag,-2%,11%,?,-1%,1%,-11%,9%[7.66 µM],?

33. CCOC(=O)Cc1csc(NC(=O)COc2ccc3c(C)cc(=O)oc3c2)n1
34. C/C=C(\C)C(=O)OC1c2c(ccc3ccc(=O)oc23)OC(C)(C)C1OC(C)=O (stereo not drawn)
35. Cn1c2ccc(F)cc2c2ncn(CCCN(CCO)CCO)c(=O)c21
36. O=C(C1=C[C@H](C2CCCCC2)C[C@H](OCc2ccc(CO)cc2)O1)N1CCOCC1
37. NS(=O)(=O)c1ccc(CCNC(=O)CNC(=O)c2ccc(F)cc2)cc1
38. COc1ccc(CCNC(=O)C(=O)NCC2OCCN2S(=O)(=O)c2ccc(OC)c(OC)c2)cc1 (stereo not drawn)
39. CCCCN(CCCC)S(=O)(=O)c1ccc2[nH]c(=O)[nH]c2c1
40. O=C(Nc1ccc2ccccc2c1)Nc1ccc2snnc2c1
compound no.,33,34,35,36,37,38,39,40
PI5P4Ka inh,?,8,·,-4,0,-1,·,-11
D3 ag,13,9,-4,9,-6,2,-14,3
D3 antag,18,6,-17,-6,-20,5,9,-23
GLP-1R agonist,-3%,0%,11%,14%,1%,4%,3%,-7%
WRN helicase inh,-17%,-6%,2%,0%,-13%,1%,4%,-18%
PLK1 PBD inh,-15%,-7%,0%,-6%,9%,-6%,-5%,-3%
GLP1R cytotox,-20%,-17%,10%,-6%,-7%,3%,-8%,?
IL-2 act,0.0,17,-0.7,0.8,-0.6,-1.5,-3.9,-1.9
GLP-1R inv ag,-6%,-28%,-2%,13%,2%,47%[activator],-2%,?

41. O=C(Cc1nnc(NC(=O)Nc2ccccc2)s1)NCc1ccccc1
42. FC(F)(F)c1cccc(NC(=S)Nc2ccc(Cl)c(Cl)c2)c1
43. Cc1ccc(NCc2nnc(SCCN3CCCCC3)n2CC2CCCO2)cc1Cl (stereo not drawn)
44. CC(C)C[C@@H](NC(=O)C1CCC(CNC(=O)[C@H](Cc2ccccc2)NC(=O)OC(C)(C)C)CC1)C(=O)O (stereo partly drawn)
45. Cc1ccc(N2CCN(CC(O)COc3ccccc3)CC2)cc1 (stereo not drawn)
compound no.,41,42,43,44,45
PI5P4Ka inh,7,12,9,2,6
D3 ag,-2,-1,-8,-6,-17
D3 antag,8,2,-51*,6,-54*
GLP-1R agonist,-6%,0%,-2%,-1%,3%
WRN helicase inh,-1%,-1%,-2%,-1%,1%
PLK1 PBD inh,7%,-4%,-4%,2%,-11%
GLP1R cytotox,-3%,-29%,7%,-5%,-16%
IL-2 act,0.0,-0.9,-2.5,0.0,-1.9
GLP-1R inv ag,-4%,?,?,3%,-49%

3 compounds picked at random from those above, as already listed:
41. O=C(Cc1nnc(NC(=O)Nc2ccccc2)s1)NCc1ccccc1
43. Cc1ccc(NCc2nnc(SCCN3CCCCC3)n2CC2CCCO2)cc1Cl (stereo not drawn)
42. FC(F)(F)c1cccc(NC(=S)Nc2ccc(Cl)c(Cl)c2)c1
compound no.,41,43,42
PI5P4Ka inh,7,9,12
D3 ag,-2,-8,-1
D3 antag,8,-51*,2
GLP-1R agonist,-6%,-2%,0%
WRN helicase inh,-1%,-2%,-1%
PLK1 PBD inh,7%,-4%,-4%
GLP1R cytotox,-3%,7%,-29%
IL-2 act,0.0,-2.5,-0.9
GLP-1R inv ag,-4%,?,?
